Bioassay records deposited in PubChem by Broad Institute.
NSD2 inh: NSD2 (human) methyltransferase inhibition | NSD2 peptide methylation, AlphaScreen, 120 min | 310,000 compounds, 0.54% hits | O96028 | inhibition, % at 12.5 µM; in the data active = inhibition above about 50%
Target sequence (O96028 whole entry, looked up): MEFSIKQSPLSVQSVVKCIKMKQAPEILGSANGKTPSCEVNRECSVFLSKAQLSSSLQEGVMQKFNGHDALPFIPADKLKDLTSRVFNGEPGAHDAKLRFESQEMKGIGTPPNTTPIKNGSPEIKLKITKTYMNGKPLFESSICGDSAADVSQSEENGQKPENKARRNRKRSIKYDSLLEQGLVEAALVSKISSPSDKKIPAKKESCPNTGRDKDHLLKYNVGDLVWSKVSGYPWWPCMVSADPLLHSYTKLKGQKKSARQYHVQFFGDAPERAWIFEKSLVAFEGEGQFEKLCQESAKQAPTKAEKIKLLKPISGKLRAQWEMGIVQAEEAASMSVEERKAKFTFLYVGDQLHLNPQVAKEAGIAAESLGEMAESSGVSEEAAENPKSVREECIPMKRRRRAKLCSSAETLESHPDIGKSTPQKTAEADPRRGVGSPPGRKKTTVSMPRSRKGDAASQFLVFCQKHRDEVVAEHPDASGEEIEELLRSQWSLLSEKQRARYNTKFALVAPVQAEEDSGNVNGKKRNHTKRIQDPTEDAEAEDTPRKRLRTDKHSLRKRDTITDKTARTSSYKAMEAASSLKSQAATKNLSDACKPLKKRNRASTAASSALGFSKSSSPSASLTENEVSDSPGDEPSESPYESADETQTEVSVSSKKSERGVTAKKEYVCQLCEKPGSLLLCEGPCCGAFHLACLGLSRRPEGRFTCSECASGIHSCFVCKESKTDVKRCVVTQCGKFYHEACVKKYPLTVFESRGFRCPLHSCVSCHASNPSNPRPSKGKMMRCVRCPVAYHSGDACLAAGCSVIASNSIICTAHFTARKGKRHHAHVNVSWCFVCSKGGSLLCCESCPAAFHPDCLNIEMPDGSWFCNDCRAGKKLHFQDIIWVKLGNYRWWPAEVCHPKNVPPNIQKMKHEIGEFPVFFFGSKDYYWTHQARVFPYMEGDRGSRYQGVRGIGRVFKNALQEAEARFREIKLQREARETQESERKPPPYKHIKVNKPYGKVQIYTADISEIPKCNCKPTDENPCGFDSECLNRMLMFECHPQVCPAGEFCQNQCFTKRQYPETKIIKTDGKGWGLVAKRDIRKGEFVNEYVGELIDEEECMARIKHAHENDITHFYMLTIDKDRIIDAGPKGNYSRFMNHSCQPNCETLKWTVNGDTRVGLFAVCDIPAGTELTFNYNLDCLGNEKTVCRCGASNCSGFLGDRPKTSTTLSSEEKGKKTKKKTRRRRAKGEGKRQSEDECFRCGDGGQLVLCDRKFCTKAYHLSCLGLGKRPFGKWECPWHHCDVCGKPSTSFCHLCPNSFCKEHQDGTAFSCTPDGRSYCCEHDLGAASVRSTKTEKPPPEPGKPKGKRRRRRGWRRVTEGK
An asterisk follows results filed as active. Not all compounds are listed; the hit share may differ from the screen's.

The opening 4 entries (preview)
SMILES | NSD2 inh
COc1ccc(C(C)=O)cc1CC1(C)C(=O)Nc2ccc(-c3cccc(C(F)(F)F)c3)cc21 (stereo unspecified) | -4.4
CCOc1ccc(N(CC(=O)Nc2c(C)n(C)n(-c3ccccc3)c2=O)S(=O)(=O)c2ccc(Cl)s2)cc1 | 0.7
O=C(/C=C(\Nc1cccc(Cl)c1F)c1ccccc1)c1ccccc1 | 0.7
Cn1cccc1C(=O)N1CCN(S(=O)(=O)c2ccccc2F)CC1 | -0.5

Results, repeating the preview:
SMILES | NSD2 inh
COc1ccc(C(C)=O)cc1CC1(C)C(=O)Nc2ccc(-c3cccc(C(F)(F)F)c3)cc21 (stereo unspecified) | -4.4
CCOc1ccc(N(CC(=O)Nc2c(C)n(C)n(-c3ccccc3)c2=O)S(=O)(=O)c2ccc(Cl)s2)cc1 | 0.7
O=C(/C=C(\Nc1cccc(Cl)c1F)c1ccccc1)c1ccccc1 | 0.7
Cn1cccc1C(=O)N1CCN(S(=O)(=O)c2ccccc2F)CC1 | -0.5
CCc1nc2ccc(C(=O)NCc3ccc(OC)cc3)cn2c1N(C)CCC(C)C | -1.6
CCc1nc2c(OCCn3cccc3)cccn2c1N(C)C(=O)C1CC1 | 0.0
CC(C)CNc1ncnc2c1ncn2[C@H]1CN(Cc2ccc3c(c2)OCO3)C[C@@H](CO)O1 | 1.2
CCCCN1CCCCC1(C)C(=O)NCc1cccs1 (stereo unspecified) | -1.9
COc1ccc(-n2c(Cc3cccs3)nnc2SCC(=O)Nc2cccc3ccccc23)cc1 | -0.4
CC(C)c1ccc(NC(=O)Nc2nc(C(N)C(C)C)cs2)cc1 (stereo unspecified) | 11.5
O=C(CSc1nc2ccccc2nc1N1CCCCC1)NCc1ccc(Cl)cc1Cl | -23.9
O=C(Nc1ccc(C(O)c2ccccc2)cc1)[C@@H]1O[C@H](CO)[C@H](O)[C@H](O)[C@H]1O (stereo partly specified) | 0.7
COc1ccc(-c2csc(NC(=S)NC(=O)/C=C/c3ccccc3)n2)cc1Br | -1.2
CC(C)CCNC(=O)c1ccc(Cl)c(NC(=O)c2ccccc2F)c1 | 0.6
COc1cccc(-c2cnc3c(NC(C)=O)cc(-c4ccc(S(C)(=O)=O)cc4)cn23)c1 | -1.6
CC(C)N1CCC1(C)C(=O)Nc1ccc2scnc2c1 (stereo unspecified) | -1.3
CCCC[C@@H]1CNC(=O)C(=O)N1CC1CCCCC1 | 0.1
CCOC(=O)C1(C)CCN1C(=O)c1ccc(OC)cc1 (stereo unspecified) | 1.9
Cc1nc2c(OCc3ccccc3)cccn2c1N(C)C(=O)C1CCCCC1 | 0.7
CC1(C(=O)NCc2ccc(Cl)cc2)CCN1C(=O)Cc1cccc2ccccc12 (stereo unspecified) | -1.8
O=C1NC(c2ccc3c(c2)OCO3)c2c(-c3ccccc3)n[nH]c21 (stereo unspecified) | 3.5
O=C(CSc1nnc(-c2ccncc2)n1-c1ccccc1)Nc1ccc2c(c1)OCCO2 | -1.7
COc1cccc(-c2cnc(C(O)c3ccccc3)[nH]2)c1 (stereo unspecified) | 1.1
CCCNC(=O)C1(C)CCCN(Cc2cccc3ccccc23)C1 (stereo unspecified) | 1.5
c1ccc(-c2nnc3n2N=C(c2ccc4ccccc4c2)CS3)cc1 | 0.3
Cn1nc(C(C)(C)C)cc1C(=O)N1CCCCC1c1cc(C(=O)NCc2cccnc2)no1 (stereo unspecified) | -0.9
CC(C)C(N)c1csc(NC(=O)Nc2ccccc2C(C)(C)C)n1 (stereo unspecified) | -0.4
COc1cccc(C(NC(C)=O)c2nc(-c3cccc(NC(C)=O)c3)cs2)c1 (stereo unspecified) | 0.7
CCOC(=O)c1sc(Nc2nc(OC)cc(OC)n2)nc1C | 1.0
N#Cc1nnn2c1nc(N)c1c(Cl)cccc12 | -0.3
Clc1ccc(-n2c(Cc3cccs3)nnc2SC/C=C/c2ccccc2)cc1 | 1.5
CCc1nc2ccc(C(=O)Nc3cc(-c4ccccc4)ccc3OC)cn2c1N(C)C(=O)c1cccc(OC)c1 | 7.0
CC(C)(C(=O)N1CCC1(C)C(=O)NS(=O)(=O)c1cccc(F)c1)c1ccccc1 (stereo unspecified) | -3.6
CCOC(=O)C1(C)CCCN1C(=O)c1ccc(OC)c(F)c1 (stereo unspecified) | 0.6
Cc1ccc(-c2cc(-c3nnc(SCc4cccc5ccccc45)n3N)[nH]n2)cc1 | 3.8
CC(=O)Nc1cc(-c2ccc(N3CCN(C)CC3)cc2)cn2c(-c3ccc(F)c(Cl)c3)cnc12 | 0.6
CCCS(=O)(=O)NC(=O)C1(C)CCN1C(=O)Cc1ccc(Cl)cc1Cl (stereo unspecified) | 1.1
COc1ccccc1-c1cc(NC=O)c2ncc(-c3cccc(C(F)(F)F)c3)n2c1 | 0.6
O=C(CCc1nc(-c2ccccc2F)no1)NCCc1ccc(F)cc1 | 3.4
NC(=O)c1cccc(-c2coc3c(C(=O)NCc4ccccc4)cccc23)c1 | -0.4
CC(=O)Nc1cccc(-c2csc(Nc3ncccn3)n2)c1 | -5.0
CC(=O)Nc1ccc(-c2ccnc3c2CC(C(=O)NCc2cccc(Cl)c2)O3)cc1 (stereo unspecified) | -0.5
COc1ccc(C(O)c2ncc(-c3ccccc3)[nH]2)c(OC)c1 (stereo unspecified) | 1.5
COc1ccc(-c2cc(NC=O)c3ncc(-c4ccc(C(C)=O)cc4)n3c2)cc1OC | -1.8
O=C(CN1C(=O)CCSc2ccccc21)Nc1ccc(F)cc1F | -0.6
c1ccc2c(c1)OCc1nccn1-2 | -2.5
CC(C)c1ccc(NC(=O)O[C@H]2CC[C@@]34CCCN3C(=O)CCC[C@H]4[C@H]2C)cc1 | -0.2
Cc1cc(-c2nnc(SCC(=O)Nc3cccc4ccccc34)n2N)n[nH]1 | 0.9
OC[C@@H]1CN(Cc2ccc3c(c2)OCO3)C[C@H](n2cnc3c(N4CCCC4)ncnc32)O1 | 0.2
O=C(OCC#CCSc1nnc(-c2ccccc2Cl)o1)c1ccc(F)cc1 | -1.3

Following part
SMILES | NSD2 inh
O=C(Nc1ccccc1F)c1csc([C@@H]2C[C@H](O)[C@@H](CO)O2)n1 | -3.3
Cc1ccc(-c2cc(C(=O)NN=Cc3cc(Br)ccc3O)[nH]n2)cc1C | 0.3
CNc1cncc(-c2ccc(OCCCN(C)C)nc2)n1 | 24.5
Cn1c2ccccc2c(=O)c2c(=O)n(Cc3ccco3)c(-c3ccc(Cl)cc3Cl)nc21 | 6.4
CCN(CC)c1ccc(-c2nn3c(-c4ccc(C(C)(C)C)cc4)nnc3s2)cc1 | -5.7
Clc1ccc(-c2cccc3nccn23)cc1 | -0.9
NC(=O)Cn1cc(C(=O)COc2ccccc2)c2ccccc21 | -2.6
CC(=O)Nc1ccc(C(=O)N2CCCCC2c2cc(C(=O)N3CCOCC3)no2)cc1 (stereo unspecified) | 32.4
CCn1cnc2cc(NCc3ccc(Br)cc3)ccc21 | 8.9
CC1(C(=O)NS(=O)(=O)c2ccc(C#N)cc2)CCN1C(=O)CC1CCCCC1 (stereo unspecified) | -2.0
COc1ccc(CNC(=O)C[C@@H]2CC[C@@H](NS(=O)(=O)c3cccc(OC)c3)[C@@H](CO)O2)cc1 | 30.1
COc1ccc(CN2C[C@@H](CO)O[C@@H](n3cnc4c(NCc5ccco5)ncnc43)C2)cc1 | 4.1
CNc1nc(NCc2cccc(OC)c2)c2sccc2n1 | -1.5
Cc1c(Br)cccc1NC(=O)C1(C)CCN1Cc1ccccc1OC(F)F (stereo unspecified) | -2.1
CCC(C)n1cnc2c(c1=O)c1nc3ccccc3nc1n2Cc1ccc2c(c1)OCO2 (stereo unspecified) | 1.9
CCCS(=O)(=O)NC(=O)C1(C)CCN(C(=O)c2ccc3ccccc3c2)C1 (stereo unspecified) | 6.8
CC(C)N1CCCC(C)(C(=O)Nc2ccccc2)C1 (stereo unspecified) | 3.4
CC1(C(=O)Nc2ccc3c(c2)OCCO3)CCN1C(=O)c1ccco1 (stereo unspecified) | 0.7
O=C(CCn1nnc(-c2cccs2)n1)NCc1ccco1 | -0.2
O=C(NCc1ccccc1)c1cc(C2COCCN2C(=O)C/C=C/c2ccccc2)on1 (stereo unspecified) | 0.4
CC1(C(=O)NCC2CC2)CCN1C(=O)C1(c2ccc(Cl)cc2)CC1 (stereo unspecified) | 0.9
O=C(C1CCCN(S(=O)(=O)c2cccs2)C1)N1CCN(Cc2ccccc2)CC1 (stereo unspecified) | 4.9
OC[C@H]1O[C@@H](c2nc(-c3ccc(CN4CCOCC4)cc3)no2)[C@H](O)[C@@H](O)[C@H]1O | -1.7
CCc1nc2ccc(C(=O)N(C)CCN(C)C)cn2c1N(CC)C(=O)NCCc1ccccc1 | 4.3
CCn1c(SCC(=O)N/N=C/c2cccc(Oc3ccccc3)c2)nnc1-c1ccccc1 | 0.8
CCC(CC)C(=O)N(C)c1c(C)nc2c(OCc3cc(Cl)cc(Cl)c3)cccn12 | -1.8
CC(C)CC(N)c1csc(Nc2ccc(C(=O)N(C)Cc3ccccc3)cn2)n1 (stereo unspecified) | 5.9
CC(=O)Nc1cc(-c2ccccc2N(C)C)cn2c(-c3cccc(C(F)(F)F)c3)cnc12 | 6.0
Cc1ccc(Cl)cc1-c1cc(C(=O)NCc2ccc(C(F)(F)F)cc2)[nH]n1 | -3.7
Cn1c(=O)c2ncn(CC(=O)N=Nc3c(O)[nH]c4ccccc34)c2n(C)c1=O | -0.4
CC1(C(=O)N2Cc3ccccc3C2)CCN1C(=O)Cc1ccccc1 (stereo unspecified) | -1.2
O=C(Nc1cccc2ccccc12)c1ccco1 | 6.7
COc1cc(/C=C2\C(=N)N3N=C(S(=O)(=O)CC(C)C)SC3=NC2=O)ccc1OC(=O)c1ccco1 | 18.8
COC(=O)[C@]12C[C@H](CC(=O)NCc3cccs3)C(=O)N(Cc3ccccc3)C1=C[C@H](C1CCCC1)O[C@@H]2C | -0.2
CCCCN(C=O)c1c(CC)nc2ccc(C(=O)NCCN(C)C)cn12 | -7.9
O=C(CN1CCCc2ccccc21)NCc1ccccc1F | -2.1
Cc1cc(F)ccc1-c1cc(C(=O)Nc2ccc(F)cc2)[nH]n1 | -1.5
O=C(OCC#CCSc1nnc(-c2cccc3ccccc23)o1)c1ccc(Cl)c(C(F)(F)F)c1 | -2.7
COc1cccc(C(C)(O)c2nc(-c3csc4ccccc34)cs2)c1 (stereo unspecified) | 1.3
OC1CCC(Nc2ccn3nc(-c4cccc(Cl)c4)cc3n2)CC1 (stereo unspecified) | -0.5
Cc1cc(C)cc(N(CC(=O)NC2CCC(C)CC2)S(=O)(=O)c2ccc(Cl)s2)c1 (stereo unspecified) | -1.5
COc1ccccc1N=c1c2c([N+](=O)[O-])cc([N+](=O)[O-])cc2n(O)n1-c1ccccc1OC | 1.5
CCc1nc2c(OCCOc3ccccc3)cccn2c1N(C)C(=O)c1ccccc1F | 1.5
CCn1c(-c2cc(-c3ccc(C)c(C)c3)nc3ccccc23)n[nH]c1=S | -1.1
COc1ccccc1C=C1CCc2ccccc2C1=O | 0.9
COc1ccccc1-c1cc(NC(C)=O)c2ncc(-c3cccc(C(F)(F)F)c3)n2c1 | -2.3
CCOC(=O)N(C)c1c(CC)nc2c(OCc3ccccc3C)cccn12 | 2.6
O=C(NCCCN1CCN(c2ccc(F)cc2)CC1)NCc1ccccc1 | 5.8
OC(c1ccc(Cl)c(F)c1)c1ncc(-c2cccc(F)c2)[nH]1 (stereo unspecified) | 2.6
COc1cccc(N2CCN(CC(=O)NCc3ccco3)CC2)c1 | -2.5

Continued.
SMILES | NSD2 inh
Cc1cccc2c1[nH]c1nc(N/N=C\c3ccco3)nnc12 | 3.1
Nn1c(SCC(=O)N2c3ccccc3Sc3ccc(Cl)cc32)nnc1-c1n[nH]c2c1CCC2 | -1.5
COc1ccc2sc3cccc(NCCN(C)C)c3c(=O)c2c1 | 40.9
NC(c1ccccc1)c1csc(Nc2ccccn2)n1 (stereo unspecified) | 5.4
C/C(=N\Nc1ccc(C(=O)O)cc1)c1nc2ccccc2n1C | 2.6
CN(C)CCNC(=O)C1Cc2c(-c3ccccc3Oc3ccccc3)ccnc2O1 (stereo unspecified) | 2.1
CCCS(=O)(=O)NC(=O)C1(C)CCCN(C(=O)CSc2ccccc2)C1 (stereo unspecified) | -2.8
CCOC(=O)C1(C)CCN1C(=O)Cc1ccc(OC)cc1 (stereo unspecified) | -1.5
CCn1c(SCC(=O)c2ccc(-c3ccccc3)cc2)nnc1-c1ccccc1OC | -2.9
COC(=O)C1=C(C)N(C)C(=NCc2ccccc2C(F)(F)F)NC1c1ccc(F)cc1 (stereo unspecified) | -0.6
COc1ccc(C(O)c2ncc(-c3ccccc3)[nH]2)cc1F (stereo unspecified) | 1.1
CC1(CO)CCCC1NCCNC1CCCC1(C)CO (stereo unspecified) | -4.0
CCn1c2ccccc2c2cc(NC(=O)COC(=O)c3cc(F)ccc3F)ccc21 | 1.7
CCC(=O)Nc1ccc(-n2nnnc2SCC(=O)NNC(=O)c2ccco2)cc1 | -4.6
O=S(=O)(c1ccccc1)n1c(CN2CCOCC2)nc2ccccc21 | 8.5
COc1ccc(NC(=O)c2cc(-c3ccc(F)cc3OC)n[nH]2)c(C)c1 | 0.0
Oc1cc(O)cc(C=Cc2ccc(O)c(O)c2)c1 | 89.9*
CC1(C(=O)Nc2cnc3ccccc3c2)CCN1Cc1ccccc1Cl (stereo unspecified) | -0.8
COc1cccc(OC2(C)CCN(Cc3ccc(-c4ccccn4)cc3)C2)c1 (stereo unspecified) | 4.8
O=C(NCCO)c1cccc(-c2cnc3c(Nc4cccc(OC(F)(F)C(F)F)c4)nccn23)c1 | -4.9
O=C(Nc1cccc(Cl)c1)NN(c1ccccc1)C1CCS(=O)(=O)C1 (stereo unspecified) | -1.0
COC(=O)CSc1nnc(-c2ccc(NS(=O)(=O)c3ccc(Cl)s3)cc2)o1 | -0.2
COc1cccc(Cn2cc(COC(=O)NCCc3c[nH]c4ccccc34)nn2)c1 | 0.2
NC(=O)c1cccc(-c2ccnc3c2CC(C(=O)NCc2ccc(F)c(F)c2)O3)c1 (stereo unspecified) | -4.6
